Compound activity (PubChem)
LEDGF integ inh: blocks HIV-1 LEDGF/p75-dependent DNA integration; 370,000 compounds, 0.64% hits; inhibition, % at 3.7 µM; TR-FRET IN-LEDGF/p75 DNA integration, Eu/Cy5;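 active = inhibition above the screen-wide mean plus 3 SD, cut at about 13% in these data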;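 also: signal is the Cy5 over europium emission ratio at 671 and 618 nm; 0% = plate median of compound wells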
ABHD4 inh: inhibits mouse alpha/beta hydrolase domain 4; Q8VD66; purified mABHD4, FP-Rh probe fluorescence polarization; inhibition, % at 8.92 µM; 370,000 compounds, 0.54% hits; AID 720543;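 active = inhibition exceeding the mean over every tested compound plus 3 SD, cut at about 30% in these data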;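 also: 0% = plate median of compound wells and 100% = S159A mutant with DMSO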
Target sequence (Q8VD66 whole entry, looked up, the tested form may be a part): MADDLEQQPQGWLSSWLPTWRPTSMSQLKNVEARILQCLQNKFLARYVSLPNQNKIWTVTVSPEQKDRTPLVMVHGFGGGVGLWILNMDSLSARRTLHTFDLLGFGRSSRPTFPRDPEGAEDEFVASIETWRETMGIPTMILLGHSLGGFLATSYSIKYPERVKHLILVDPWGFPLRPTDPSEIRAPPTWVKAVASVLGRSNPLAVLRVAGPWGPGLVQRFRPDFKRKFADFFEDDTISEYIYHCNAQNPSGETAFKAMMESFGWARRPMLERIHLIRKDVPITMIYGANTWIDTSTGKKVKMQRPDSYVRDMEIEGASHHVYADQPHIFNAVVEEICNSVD
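Assay system: Wild-type mouse ABHD4 protein | Medium: HEPES pH 7.0 buffer, 150 mM NaCl, 0.01% Pluronic F-127 | Incubation: Enzyme–compound pre-incubation 45 min, then probe 60 min, both 25 °C | Technique: Fluorescence polarization with parallel and perpendicular emission, 525/598 nm | Evaluation: % inhibition of FP-Rh probe binding versus controls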
TDP2 inh: blocks human TDP2 phosphodiesterase activity | O95551 | recombinant TDP2, T5PNP hydrolysis, p-nitrophenol absorbance 415 nm | inhibition, % at 12.8 µM | 370,000 compounds, 0.34% hits;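 active = inhibition above the mean of all tested compounds plus 3 SD, set per campaign, cut at about 25% in these data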;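 also: 0% = DMSO with enzyme and 100% = buffer with substrate but no TDP2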
Target sequence (O95551 whole entry, looked up): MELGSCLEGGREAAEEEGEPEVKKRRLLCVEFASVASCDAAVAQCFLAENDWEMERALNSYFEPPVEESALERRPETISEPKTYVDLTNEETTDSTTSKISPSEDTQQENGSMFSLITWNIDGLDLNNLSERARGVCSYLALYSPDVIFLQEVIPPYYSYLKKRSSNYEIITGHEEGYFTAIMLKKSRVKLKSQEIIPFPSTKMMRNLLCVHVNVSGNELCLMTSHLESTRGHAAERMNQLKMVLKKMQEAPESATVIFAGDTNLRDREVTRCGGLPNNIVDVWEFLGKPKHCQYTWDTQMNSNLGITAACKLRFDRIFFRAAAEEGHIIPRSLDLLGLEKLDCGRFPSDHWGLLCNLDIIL
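System – recombinant human TDP2 · Amount – 120 nM TDP2 per well · Buffer or medium – Mg2+-containing Tris-HCl buffer, pH 7.5 · Reagent – T5PNP substrate, 5 mM · Dosing – 12.8 µM single point, 1% DMSO · Incubation – 2 h at 37 °C · Measured by – epi absorbance · Read-out basis – percent inhibition · Benchmarks – high control without enzyme, low control DMSO plus TDP2 · Repeats – singlicate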
HTRA1 inh: HTRA1 (human) protease inhibition; Q92743; recombinant HTRA1, FP-rhodamine activity-based probe, fluorescence polarization; inhibition, % at 5.96 µM; 340,000 compounds, 0.5% hits; AID 504803; in the data active = inhibition above about 36%;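 also: 0% = enzyme with DMSO and 100% = wells lacking enzyme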
Tn7 DDE FP: disrupts Tn7 cyclic peptide binding to fibrin D-Dimer-E complex; P02675; inhibition, % at 8.3 µM; FP displacement of FITC-Tn7 peptide from fibrin DD(E); 0% = median of compound wells per plate; 370,000 compounds, 0.13% hits;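 active = inhibition above the mean of compounds falling within the control limits plus 3 SD of them, cut at about 14% in these data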;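 also: 0% = plate median of compound wells and 100% = 10 µM Aha-Tn7 peptide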
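system = human fibrin DD(E) protein | quantity = DD(E) 2 µM final | medium = Tris/NaCl/CaCl2 buffer, pH 7.8 | also added = labelled Tn7 tracer, 0.1 µM | compound dosing = single point at 8.3 µM | timing = compound with protein 10 min, then 3 h after probe, room temperature | signal = FP measurement | benchmarks = Aha-Tn7 high control | repeats = one replicate per compound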
PRMT1 FP inh: inhibitors of human PRMT1. recombinant PRMT1, activity-based probe fluorescence polarization. 370,000 compounds, 1.3% hits. Q99873. inhibition, % at 2.79 µM;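 active = inhibition above about 21% made by adding two undisclosed values, limit read from the data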
Target sequence (Q99873 whole entry, looked up): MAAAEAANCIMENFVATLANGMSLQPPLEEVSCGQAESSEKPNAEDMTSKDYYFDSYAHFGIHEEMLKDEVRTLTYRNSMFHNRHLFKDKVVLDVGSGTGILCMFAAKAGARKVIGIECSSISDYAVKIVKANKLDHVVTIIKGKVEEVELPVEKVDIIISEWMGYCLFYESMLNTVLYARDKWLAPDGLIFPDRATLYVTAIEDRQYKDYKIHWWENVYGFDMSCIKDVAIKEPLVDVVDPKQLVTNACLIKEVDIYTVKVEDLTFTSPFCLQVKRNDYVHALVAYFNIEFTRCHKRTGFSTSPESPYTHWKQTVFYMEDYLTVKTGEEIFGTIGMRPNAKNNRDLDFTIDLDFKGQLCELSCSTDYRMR
PG9 Ab binder: PG9 antibody binding by small molecule | TR-FRET gp120-PG9 antibody binding | inhibition, % at 6.7 µM | 360,000 compounds, 0.43% hits; in the data active = inhibition above about 8.5%
TCR-CD3 inh: inhibitors of human TCR-CD3 interaction. TAMRA-labeled TCR probe fluorescence, biochemical. inhibition, % at 9.4 µM. 360,000 compounds, 0.37% hits; in the data active = inhibition above about 19%;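 also: recombinant mutant TCR 2C K166C tagged with TAMRA read by polarization; 0% = receptor in buffer alone and 100% = receptor with positive control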
UHRF1 MBD2 ctr: blocks human UHRF1 binding to methylated DNA; Q96T88; UHRF1 binding to methylated oligo, TR-FRET; inhibition, % at 4.4 µM; 370,000 compounds, 0.75% hits; in the data active = inhibition above about 21%;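 also: UHRF1 SRA domain binding a hemimethylated CpG hairpin DNA probe; 0% = median of test compound wells and 100% = reference inhibitor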
SIAE primary: blocks human sialic acid acetylesterase. Q9HAT2. inhibition, % at 9.66 µM. SIAE FP-Rh probe binding, fluorescence polarization. AID 1053197. 370,000 compounds, 0.69% hits;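 active = inhibition above a cutoff: mean of compounds within the control limits plus 3 SD of those, cut at about 17% in these data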;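 also: 0% = plate median of compound wells and 100% = probe without SIAE protein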
Starred values were filed as active, the others as inactive; . = no result given. Rows were taken by chance; any-hit rate near 4.2%.

SMILES | LEDGF integ inh | ABHD4 inh | TDP2 inh | HTRA1 inh | Tn7 DDE FP | PRMT1 FP inh | PG9 Ab binder | TCR-CD3 inh | UHRF1 MBD2 ctr | SIAE primary
Cc1c(C(C)NC(=O)c2cc(COc3cccc4cnccc34)on2)cnn1C (stereo not given) | -7 | -4 | -4 | 0 | 8 | 3 | -0.2 | -1 | -5 | -1
NS(=O)(=O)c1ccc(CCNC(=O)c2cccc(S(=O)(=O)N3CCCC3)c2)cc1 | 0 | 2 | 6 | 1 | 8 | -4 | -1.1 | 4 | 0 | -4
O=C1NC(=S)N/C1=C\c1cccnc1 | -4 | 2 | 8 | 8 | -10 | -3 | -1.4 | 0 | -2 | -4
CCN1C(=O)C2C(c3ccccc3F)NC(Cc3ccc(O)cc3)(C(=O)OC)C2C1=O (stereo not given) | -1 | 3 | 8 | 0 | -5 | 0 | -2.2 | 5 | -1 | -3
O=C(COc1ccccc1)NC(=S)Nc1cccc([N+](=O)[O-])c1 | -4 | 11 | -1 | -3 | 0 | 8 | -0.2 | -4 | 1 | 2
O=C(CCn1nnc2ccccc21)OCC(=O)c1ccc([N+](=O)[O-])cc1 | -2 | -3 | 8 | 5 | 4 | 1 | -1.3 | -1 | -2 | 2
Oc1ccc2ccccc2c1C=NC1CCCCC1 | 1 | 12 | -5 | 9 | 1 | 5 | -2.7 | -5 | -6 | 10
Fc1ccc(-n2cc(CNCCc3ccccn3)c(-c3ccccc3Cl)n2)cc1 | 2 | 5 | -11 | -36 | -6 | -2 | 0.7 | 3 | 2 | -6
COc1ccccc1CNC(=O)COC(=O)c1cccc(S(=O)(=O)N2CCCCC2)c1 | 0 | -6 | 8 | -2 | 0 | 3 | 0.7 | 0 | 0 | 0
CCN(C(=O)COC(=O)c1nc2nc(C)cc(C)n2n1)C1CCS(=O)(=O)C1 (stereo not given) | -3 | -2 | 13 | -4 | -2 | -3 | -0.3 | 5 | 2 | 1
CN(c1ccccc1)S(=O)(=O)c1cc(C(=O)OCC(=O)N2CCN(C(=O)c3ccco3)CC2)ccc1Cl | 2 | -1 | 2 | -1 | 10 | 0 | 1.9 | -1 | -4 | 3
CCn1c(SCC(=O)Nc2cc(C)on2)nnc1-c1ccc(OC)cc1 | 3 | 3 | -17 | -13 | -6 | -3 | 0.0 | 1 | 5 | 4
CCNC(=S)NCc1ccc2[nH]c(C)cc2c1 | 2 | 6 | 0 | 14 | -1 | -2 | -2.5 | 3 | 0 | 5
O=C(Nc1ccc(NC(=O)c2cccs2)c(Cl)c1)c1ccco1 | -3 | 1 | 1 | -12 | 12 | 0 | -0.6 | -7 | 0 | 2
CCOC(=O)C1=C(C)Nc2nc(SCC)[nH]c(=O)c2C1c1ccncc1 (stereo not given) | -1 | 0 | 9 | 1 | -3 | -2 | -1.1 | 4 | -2 | 10
N#Cc1c(OCC(=O)c2ccccc2)nc2c(c1-c1ccco1)CCc1ccccc1-2 | 2 | -3 | 7 | -42 | 4 | 0 | 0.4 | 3 | -5 | -5
COC(=O)c1ccc2c(c1)S(=O)(=O)NC(=NCc1ccco1)S2 | -2 | 1 | -8 | -1 | 8 | 3 | 0.3 | 8 | -3 | -1
NC(CSS(=O)(=O)O)=NCCC12CC3CC(CC(O)(C3)C1)C2 | -3 | 3 | 5 | 4 | 0 | 41* | -2.7 | 5 | 0 | -3
COc1ccc(Cl)cc1NC(=O)CN(C)CC(=O)Nc1ccc(Br)cc1 | -2 | -7 | 7 | -32 | 1 | -1 | 0.5 | -6 | -2 | -3
CCOC(=O)N1CCN(C(=O)c2ccc3c(c2)N(Cc2cc(C)ccc2C)C(=O)c2ccccc2S3=O)CC1 (stereo not given) | 0 | 1 | 8 | 3 | -3 | -5 | -0.2 | 0 | 0 | 13
CCOc1ccccc1NC(=O)CSc1nnc(-c2ccccc2Cl)n1Cc1ccco1 | -2 | -5 | -4 | -10 | 1 | -2 | -1.0 | 8 | -1 | -2
Clc1ccc(Cn2c(/C=C/c3ccco3)nc3ccccc32)cc1 | 5 | -2 | 3 | -22 | 0 | 5 | -0.4 | 0 | -5 | -5
CC1(C(=O)NS(=O)(=O)c2cccc(Cl)c2)CCN1C(=O)COc1ccc(Cl)cc1 (stereo not given) | 0 | -9 | -2 | . | 2 | -1 | -1.8 | -13 | 4 | 1
Cc1cc(C)cc(-n2c(C)nc3cc(C(=O)O)ccc32)c1 | 1 | -3 | -2 | -2 | 6 | 4 | -1.1 | 3 | 4 | 0
CCOc1ccccc1C(=O)N[C@H](C(=O)NCc1ccccc1)C(C)C | 0 | -3 | -3 | 0 | 2 | -1 | -0.1 | -3 | -3 | 2

By substructure: the entries above with an aryl methoxy group (3)
SMILES | LEDGF integ inh | ABHD4 inh | TDP2 inh | HTRA1 inh | Tn7 DDE FP | PRMT1 FP inh | PG9 Ab binder | TCR-CD3 inh | UHRF1 MBD2 ctr | SIAE primary
COc1ccccc1CNC(=O)COC(=O)c1cccc(S(=O)(=O)N2CCCCC2)c1 | 0 | -6 | 8 | -2 | 0 | 3 | 0.7 | 0 | 0 | 0
CCn1c(SCC(=O)Nc2cc(C)on2)nnc1-c1ccc(OC)cc1 | 3 | 3 | -17 | -13 | -6 | -3 | 0.0 | 1 | 5 | 4
COc1ccc(Cl)cc1NC(=O)CN(C)CC(=O)Nc1ccc(Br)cc1 | -2 | -7 | 7 | -32 | 1 | -1 | 0.5 | -6 | -2 | -3

Random excerpt: 2 compounds from above
SMILES | LEDGF integ inh | ABHD4 inh | TDP2 inh | HTRA1 inh | Tn7 DDE FP | PRMT1 FP inh | PG9 Ab binder | TCR-CD3 inh | UHRF1 MBD2 ctr | SIAE primary
CCOC(=O)N1CCN(C(=O)c2ccc3c(c2)N(Cc2cc(C)ccc2C)C(=O)c2ccccc2S3=O)CC1 (stereo not given) | 0 | 1 | 8 | 3 | -3 | -5 | -0.2 | 0 | 0 | 13
N#Cc1c(OCC(=O)c2ccccc2)nc2c(c1-c1ccco1)CCc1ccccc1-2 | 2 | -3 | 7 | -42 | 4 | 0 | 0.4 | 3 | -5 | -5

Back to the main list, starting 4 compounds before the break.
SMILES | LEDGF integ inh | ABHD4 inh | TDP2 inh | HTRA1 inh | Tn7 DDE FP | PRMT1 FP inh | PG9 Ab binder | TCR-CD3 inh | UHRF1 MBD2 ctr | SIAE primary
Clc1ccc(Cn2c(/C=C/c3ccco3)nc3ccccc32)cc1 | 5 | -2 | 3 | -22 | 0 | 5 | -0.4 | 0 | -5 | -5
CC1(C(=O)NS(=O)(=O)c2cccc(Cl)c2)CCN1C(=O)COc1ccc(Cl)cc1 (stereo not given) | 0 | -9 | -2 | . | 2 | -1 | -1.8 | -13 | 4 | 1
Cc1cc(C)cc(-n2c(C)nc3cc(C(=O)O)ccc32)c1 | 1 | -3 | -2 | -2 | 6 | 4 | -1.1 | 3 | 4 | 0
CCOc1ccccc1C(=O)N[C@H](C(=O)NCc1ccccc1)C(C)C | 0 | -3 | -3 | 0 | 2 | -1 | -0.1 | -3 | -3 | 2
COCCn1c(SCC(=O)Nc2ccccc2C(F)(F)F)nc2ccccc2c1=O | 2 | 1 | -3 | 14 | -4 | -2 | -0.5 | 0 | -6 | -6
COc1ccc(N2CCN(CCNS(=O)(=O)c3ccc(Cl)s3)CC2)cc1 | -2 | 3 | -2 | . | -5 | -1 | . | . | -1 | -2
Cc1cc(N2CCN(C(=O)Oc3ccc(C(F)(F)F)cc3)CC2)c2ccccc2n1 | 1 | 53* | -8 | . | -3 | 4 | . | . | 4 | 0
COc1ccc(NS(=O)(=O)c2cccc(C(=O)N/N=C(/C)c3ccc(-n4ccnc4)cc3)c2)cc1 | 0 | -21 | 6 | -39 | 5 | 3 | -0.2 | -4 | -1 | -32
c1ccc(-c2nccc(-c3ccc(-n4cnc5ccccc54)cc3)n2)cc1 | -2 | -2 | 1 | -11 | -2 | -4 | 15* | -1 | -1 | -74
CCN=c1sc2ccccc2n1CC(O)COc1ccccc1 (stereo not given) | -1 | 4 | 3 | -18 | 8 | 0 | -0.3 | 2 | -1 | 4
O=[N+]([O-])c1ccc(COc2cccc(CNc3ccc(F)cc3)c2)cc1 | 1 | -10 | -3 | -7 | 3 | 2 | -3.8 | -1 | 0 | 0
C/C(N)=C(/C#N)C(=O)COC(=O)CNS(=O)(=O)c1ccc2ccccc2c1 | -1 | 4 | 13 | 0 | -4 | -3 | -0.8 | 5 | -3 | 5
Oc1c(Br)cc(Br)cc1CNn1cnnc1 | -1 | 0 | 0 | 8 | -2 | -2 | -2.3 | 6 | 0 | 1
CC(=O)C[C@@H](O)CC(=O)[C@H]1OC(=O)CCCCCCc2ccccc21 | -1 | 2 | 11 | -11 | -3 | 0 | -0.7 | 5 | 5 | 0
Clc1ccc(-c2nc(Cc3ccccc3)no2)cc1 | 4 | -5 | -3 | -5 | -6 | 0 | 0.2 | 0 | 1 | -4
Cn1c(=O)cc(OCCCC(=O)N2CCCCC2)c2ccccc21 | 1 | 2 | 9 | 2 | -7 | 0 | -1.0 | 13 | -1 | 1
COc1ccc(S(=O)(=O)N2CCOC2CNC(=O)C(=O)NCCc2ccccc2)cc1 (stereo not given) | -1 | 6 | 1 | -5 | 3 | 1 | -1.3 | 0 | -2 | -1
O=[N+]([O-])c1cncc([N+](=O)[O-])c1Nc1cccc(O)c1 | -3 | 0 | 1 | 0 | 5 | 5 | 0.1 | -3 | 0 | -8
CC(C)NC(=O)CN1C(=O)NC(CCc2ccccc2)C1=O (stereo not given) | 2 | 7 | -10 | -1 | -3 | -1 | 0.6 | 5 | 0 | -3
CCCCNC(=O)c1ccc(NC(=O)C2CCCO2)cc1 (stereo not given) | -3 | -3 | -5 | 3 | -1 | 2 | -1.7 | -3 | 0 | -1
CCOC(=O)C1C(=O)OC(C)(C)C1C(C)C(=O)c1ccc(C)cc1C (stereo not given) | -1 | -1 | -2 | -1 | 4 | 0 | -0.4 | 4 | 2 | -8
COc1cccc2c1nc(C)c1cc(C)oc12 | -2 | 12 | 0 | -3 | -1 | 1 | 1.8 | 3 | -1 | 3
COC(=O)c1sc(C(F)(F)F)c(-c2ccccc2)c1S(=O)(=O)N1CCOCC1 | -4 | 5 | 1 | 3 | 7 | -2 | -2.3 | 2 | -1 | 2
COc1ccccc1CNC(=O)CCc1nnc2ccc(NCCCN3CCCC3=O)nn12 | 3 | -3 | 5 | 3 | -9 | -1 | -0.4 | -4 | 7 | -2
O=C(Nc1ccc(F)cc1F)c1cc(Cl)sc1Cl | -3 | -4 | 5 | 2 | -3 | 2 | -1.5 | 0 | 0 | -2
C[C@]12C(=O)N(c3ccc(Br)cc3)C(=O)N1[C@H]1c3ccccc3OC[C@@H]1[C@H]2c1ccccc1 | 5 | -16 | -3 | -55 | -3 | 1 | -3.5 | 6 | -1 | -4
